PDI inh = PDI (human) enzyme inhibition | hit rate 0.052% among 350,000 | PDI insulin aggregation turbidity, A650, 90 min | inhibition, % at 10 µM;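 active = mean inhibition across replicates of 30% or more, whatever share of single replicates reach that level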;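 also: absorbance from insulin aggregation driven by PDI reduction with DTT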
Target sequence (P07237 whole entry, looked up): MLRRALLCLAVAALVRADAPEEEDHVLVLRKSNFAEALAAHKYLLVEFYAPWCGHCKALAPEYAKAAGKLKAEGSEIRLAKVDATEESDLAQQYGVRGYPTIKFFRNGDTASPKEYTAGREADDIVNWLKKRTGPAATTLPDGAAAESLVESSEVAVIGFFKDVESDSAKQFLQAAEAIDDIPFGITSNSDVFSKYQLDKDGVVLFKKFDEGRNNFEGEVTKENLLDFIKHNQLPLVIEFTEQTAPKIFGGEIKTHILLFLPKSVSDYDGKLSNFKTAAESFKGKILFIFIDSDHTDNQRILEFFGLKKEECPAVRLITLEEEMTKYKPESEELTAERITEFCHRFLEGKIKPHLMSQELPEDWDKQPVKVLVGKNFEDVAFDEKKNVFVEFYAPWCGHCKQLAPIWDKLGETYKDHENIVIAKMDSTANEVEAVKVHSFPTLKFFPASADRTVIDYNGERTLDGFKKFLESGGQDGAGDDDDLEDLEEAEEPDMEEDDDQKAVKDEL
iPSC survival up = increases survival of single human iPS cells; hiPSC single-cell survival, ATPlite luminescence; 100% = ROCK inhibitor wells, 0% = DMSO; survival enhancement, % at 20 µM; hit rate 0.044% among 360,000; AID 602274; in the data active = survival enhancement above about 18%;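 also: cells exposed to compounds for 16 hours before the ATP read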
Peg3 promoter = inhibitors of Peg3 promoter; HeLa PEG-Prom luciferase reporter, luminescence, overnight; inhibition, % at 20 µM; hit rate 1.7% among 360,000; AID 588405;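 active = inhibition of at least 50% at 20 µM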
NR2E3 ag-1 = activates human NR2E3 receptor. hit rate 0.35% among 360,000. AID 602229. inhibition of corepressor binding, % at 3.98 µM. Q9Y5X4. CHO-S Gal4-NCOR/VP16-NR2E3 two-hybrid, luciferase;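 active = inhibition above the mean of all tested compounds plus 3 SD, cut at about 70% in these data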;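 also: 0% = DMSO with NR2E3 transfected cells and 100% = cells lacking NR2E3 construct; higher means lower luciferase signal from less NR2E3 corepressor binding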
TRPM1 prom inh = MITF TRPM1 promoter inhibition in SK-MEL-5 cells. SK-MEL-5 TRPM1 promoter luciferase, 24 h. AID 488899. inhibition, % at 12.5 µM. hit rate 0.83% among 330,000;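 active = mean inhibition across replicates of 60% or more, whatever share of single replicates reaches that level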; also: values of inactives mirror those of a sister screen read the other way
CaV13 ICDI inh = Primary screen for inhibitors of IQ motif and Ca2+-dependent inactivation inhibitor domain binding in CACNA1D, Förster resonance energy transfer in living cells, …; inhibition, % at 12.3 µM; hit rate 0.098% among 340,000; HEK cells, CFP/YFP FRET ICDI-IQ, plate reader, 10 min; percent FRET-ratio fall versus neutral wells;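 active = mean replicate inhibition of at least 30% and at least 1% of replicates passing that level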;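 also: 0% = median of the neutral control wells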
H9c2 protect = protects H9c2 cardiomyocytes from peroxide injury; hit rate 0.63% among 360,000; protection from H2O2 cell death, % at 20 µM; AID 588492; H2O2 injury protection, ATPLite, 2 h;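 active = compounds giving at least 50% protection of heart cells from peroxide-induced death in the single-dose screen, raw or plate-pattern-corrected value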;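 also: 0% = DMSO wells with peroxide and 100% = DMSO wells without peroxide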
Shn3 inh set2 = inhibitors of Schnurri-3 3'UTR reporter in osteoblasts | inhibition, % at 12.5 µM | AID 588674 | Clone20 osteoblast Shn3 3'UTR firefly luciferase, 24 h | hit rate 0.52% among 360,000;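 active = mean inhibition of at least 75% with every replicate also reaching 75%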;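 also: 0% = median of neutral control wells and 100% = pilot-screen positive control compound; some compounds past the cut are filed as inactive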
NR2E3 ag-2 = agonists of human nuclear receptor NR2E3; inhibition of corepressor binding, % at 4.78 µM; AID 2300; hit rate 0.12% among 320,000; GST-NR2E3/biotin-RetCOR TR-FRET, 1536-well;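 active = percent inhibition above the cutoff of mean plus 3 SD of all tested compounds, set per screening campaign, cut at about 20% in these data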;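 also: 0% = DMSO wells and 100% = biotin wells as full block of FRET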
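System: GST-tagged NR2E3 plus biotinylated RetCOR corepressor; Amount: 1.35 nM GST-tagged NR2E3 final; Dosing: single nominal compound dose of 4.8 µM; Schedule: 5 h incubation at 4 °C; Technique: TR-FRET with europium anti-GST and streptavidin-D2, 340 nm excitation; Controls: biotin wells as high control, 0.6% DMSO wells as low control.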
HIF-2a block = blocks HIF-2a reporter activity; hit rate 0.72% among 360,000; inhibition, % at 18.8 µM; AID 624352; 786-0 RCC cells HIF-2a reporter, luciferase luminescence, overnight;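 active = inhibition of the luminescence signal of 40% or more relative to plate controls, in a single-dose primary screen at 18.75 µM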
HTR2A ag = agonists of mouse serotonin 5-HT2A receptor (HTR2A) | activation, % at 7.6 µM | AID 624169 | P35363 | hit rate 0.66% among 360,000 | CHO-K1 mHTR2A beta-arrestin complementation, luminescence; percent of 30 µM serotonin response;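 active = activation above a run cutoff, the mean activation of all tested compounds plus 3 SD, cut at about 14% in these data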;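 also: 0% = plate median of compound wells and 100% = 30 µM serotonin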
Target sequence (P35363 whole entry, looked up): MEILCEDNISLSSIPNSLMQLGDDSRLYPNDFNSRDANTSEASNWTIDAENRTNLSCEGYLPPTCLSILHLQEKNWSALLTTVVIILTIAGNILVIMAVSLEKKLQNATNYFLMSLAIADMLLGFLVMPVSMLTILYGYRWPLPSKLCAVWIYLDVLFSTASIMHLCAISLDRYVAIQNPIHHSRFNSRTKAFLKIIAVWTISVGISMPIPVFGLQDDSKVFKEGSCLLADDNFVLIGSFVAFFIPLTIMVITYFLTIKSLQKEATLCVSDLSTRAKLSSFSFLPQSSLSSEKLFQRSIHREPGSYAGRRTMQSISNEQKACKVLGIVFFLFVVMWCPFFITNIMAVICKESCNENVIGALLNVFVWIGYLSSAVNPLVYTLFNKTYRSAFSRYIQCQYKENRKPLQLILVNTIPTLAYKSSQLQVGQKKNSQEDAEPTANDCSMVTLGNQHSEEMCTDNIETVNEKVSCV
Active calls of the source: *; nt = no result given. The order is random; overall some 3.9% were active at least once.

Below each compound – PDI inh	iPSC survival up	Peg3 promoter	NR2E3 ag-1	TRPM1 prom inh	CaV13 ICDI inh	H9c2 protect	Shn3 inh set2	NR2E3 ag-2	HIF-2a block	HTR2A ag
1	CC1(C)C(=O)Nc2ccccc2N1C(=O)CSc1nnc2ccccn12
    -8	-1.7	-3	-15	13	-5	4	4	3	14	2
2	O=C(O)c1ccc2c(=O)[nH]c(CN3CCOCC3)nc2c1
    -16	-1.3	1	-35	-11	nt	5	1	1	10	-3
3	CCOc1ccc(CCNC(=O)COC(=O)CNS(=O)(=O)c2ccc(C)cc2)cc1OCC
    -1	-0.4	0	-13	12	-5	-5	14	0	12	1
4	CCCn1c(SCC(=O)NC2CCCc3ccccc32)n[nH]c1=O (stereo not given)
    12	-0.3	4	-20	3	-4	1	6	3	-2	0
5	C[C@@H]1[C@H]2CCCC[C@H]2CN(C(=O)OC(C)(C)C)[C@@H]1c1cn(Cc2ccccc2)c2ccc(F)cc12
    -5	-1.7	6	-1	-3	-8	-14	12	nt	-10	0
6	N#CC(C#N)=C1NC2(CCCC2)Cc2ccccc21
    2	2.1	23	-30	13	-4	0	3	1	13	-2
7	CN1C(=O)[C@@H]2[C@H](C1=O)[C@@H]1C(=O)Nc3ccccc3C(=O)N1[C@@H]2c1ccc(F)cc1
    1	-2.3	12	-8	2	-11	9	-39	-4	6	11
8	CCc1nc2ccc(C(=O)NCCN3CCNC3=O)cn2c1N(CCC(C)C)CCN(C)C
    0	-0.9	8	-44	nt	-4	0	-8	nt	9	-8
9	CN(C)CCC1CCN(c2cc(C#N)c(C#N)cc2[N+](=O)[O-])CC1
    6	0.7	11	-2	-11	-3	11	5	-4	10	10
10	COc1ccc(Cl)cc1S(=O)(=O)NC(C)C(=O)NCCCn1ccnc1 (stereo not given)
    2	0.3	13	-14	-1	-1	4	2	-1	17	5

(list continues)
Below each compound – PDI inh	iPSC survival up	Peg3 promoter	NR2E3 ag-1	TRPM1 prom inh	CaV13 ICDI inh	H9c2 protect	Shn3 inh set2	NR2E3 ag-2	HIF-2a block	HTR2A ag
11	O=C(NCc1nc2ncc(Br)cc2[nH]1)c1ccccc1
    8	1.1	-33	-12	-2	-9	0	-9	-1	-51	2
12	COc1ccc(N2CCN(CC(O)COC(c3ccccc3)c3ccccc3)CC2)cc1 (stereo not given)
    3	0.3	-6	-17	15	0	3	16	2	13	-15
13	Cc1ncc(S(=O)(=O)c2ccccc2)c(-c2ccccc2Cl)n1
    -6	4.8	-2	-16	1	-5	-2	-1	0	15	-3
14	COc1ccc(CNC(=O)COC(=O)CNC(=O)c2sc3ccccc3c2Cl)cc1OC
    1	-2.1	-4	-2	-3	-2	-1	-20	3	9	3
15	CC(=O)NC(Cc1ccc(C(C)C)cc1)C(=O)NC1CCN(C(=O)c2cccc(C)c2)CC1 (stereo not given)
    1	1.2	-4	0	4	8	6	9	-3	4	4
16	COc1cc(C(N)=O)ccc1OCc1ccccc1
    -8	2.7	-77	-36	-19	-4	-4	-33	2	-113	1
17	CCOC(=O)c1cnc2c(OC)cccc2c1N1CCN(c2ccc(OC)cc2)CC1
    1	-1.1	14	-6	3	-4	23	31	1	19	0
18	Cc1nc2ccc(NC(=S)NCc3ccccc3)cc2nc1C
    7	1.3	-91	-63	-53	-6	0	-32	-4	-220	4
19	CCc1nc2ccc(C(=O)N3CCN(C(C)=O)CC3)cn2c1N(C)C(=O)c1cccc(OC)c1
    2	2.0	3	-7	nt	-8	2	-10	nt	3	4
20	COc1ccc(C(=O)N2CCN(Cc3ccc(OC)c(OC)c3)CC2)cc1
    4	-0.3	15	-6	-10	-9	-2	8	1	18	4

Arranged by the number under HTR2A ag (largest number first): some entries from above.
entry	Molecule	PDI inh	Peg3 promoter	NR2E3 ag-1	TRPM1 prom inh	CaV13 ICDI inh	Shn3 inh set2	NR2E3 ag-2	HIF-2a block	HTR2A ag
17	CCOC(=O)c1cnc2c(OC)cccc2c1N1CCN(c2ccc(OC)cc2)CC1	1	14	-6	3	-4	31	1	19	0
2	O=C(O)c1ccc2c(=O)[nH]c(CN3CCOCC3)nc2c1	-16	1	-35	-11	nt	1	1	10	-3
12	COc1ccc(N2CCN(CC(O)COC(c3ccccc3)c3ccccc3)CC2)cc1 (stereo not given)	3	-6	-17	15	0	16	2	13	-15

Remaining list, next part.
Below each compound – PDI inh	iPSC survival up	Peg3 promoter	NR2E3 ag-1	TRPM1 prom inh	CaV13 ICDI inh	H9c2 protect	Shn3 inh set2	NR2E3 ag-2	HIF-2a block	HTR2A ag
21	Cc1cc(NC(=O)CN(C)S(=O)(=O)c2cccc(Cl)c2)no1
    -1	1.6	6	-4	-8	2	5	0	0	16	10
22	CC(C)Cc1c2c([nH]c(=S)c1C#N)CCCC2
    -4	3.8	20	-5	-2	-20	2	18	38*	24	2
23	CC(OC(=O)c1cccc(S(=O)(=O)N2CCOCC2)c1)C(=O)NCC1CCCCC1 (stereo not given)
    -3	7.2	-26	-13	nt	-15	-2	-37	nt	11	0
24	CN1CCN(c2ccc(C(=O)NC3CCCCC3)cc2[N+](=O)[O-])CC1
    4	0.5	-14	5	nt	-3	11	5	2	-17	11
25	CCOC(=O)Cc1csc(NC(=O)CCCN2C(=O)c3ccccc3C2=O)n1
    5	2.6	7	-3	-8	-4	7	1	1	2	0
26	Cc1ccc(C)c(NC(=O)CSc2nnc(C)c(=O)n2N)c1
    3	0.2	6	-5	-6	-10	-2	-18	0	19	3
27	CN(C)[C@H]1CCN([C@H]2CS(=O)(=O)N[C@@H]2COCc2ccccc2)C1
    nt	1.4	-18	15	nt	-10	13	2	nt	5	4
28	COc1cc(NC(C)=O)ccc1-c1cc2ccccc2oc1=O
    -9	0.6	16	-23	11	0	-2	7	1	-41	-2
29	CC(=O)C1C(c2ccc(O)cc2)NC(=O)NC1(O)C(F)(F)F (stereo not given)
    5	-0.6	7	-55	10	-8	-2	-4	3	12	5
30	O=C(C[C@H]1C/C=C\C[C@H](Cc2ccc(F)cc2)C(=O)O[C@@H](c2ccccc2)CNC1=O)NCCO
    -3	0.3	-47	-2	-2	-11	5	9	nt	2	1

Further entries follow.
Below each compound – PDI inh	iPSC survival up	Peg3 promoter	NR2E3 ag-1	TRPM1 prom inh	CaV13 ICDI inh	H9c2 protect	Shn3 inh set2	NR2E3 ag-2	HIF-2a block	HTR2A ag
31	N#Cc1c2ncn(CC(=O)c3ccc(Br)cc3)c(=O)c2c2n1CCC2
    -4	-2.5	0	9	1	-5	-8	-16	4	8	4
32	O=C(Nc1cc([N+](=O)[O-])ccc1O)c1cccc(NC(=O)c2ccco2)c1
    1	-0.4	10	-3	8	0	2	3	0	-4	-3
33	CC(=O)c1cccc(NC(=O)Cn2cnc(S(=O)(=O)N3CCOCC3)c2)c1
    -1	-0.5	-5	-16	-2	nt	6	-3	4	7	-6
34	COc1ccc(C(=O)N2CCN(c3ccccn3)CC2)cc1[N+](=O)[O-]
    0	-1.0	1	21	14	-6	0	-4	-2	-2	1
35	COc1ccc(C(=O)NC(=S)Nc2ccc(Cl)c(C(=O)O)c2)cc1
    3	1.0	-4	15	8	-6	-5	-27	3	8	4
36	N#C/C(=C\c1ccccn1)c1ccccn1
    7	-0.4	-123	-29	4	-4	3	5	-1	-92	2
37	CCOc1ccccc1C(=O)NCc1ccco1
    2	1.1	8	-11	4	nt	31	7	4	0	-1
38	CCOc1cc2[nH]c(=O)n(Cc3ccc(C(=O)NCCCN4CCCC4=O)cc3)c(=O)c2cc1OCC
    3	-0.6	-7	-9	3	3	4	-5	1	23	2
39	CC1(OC(=O)c2cccs2)C(=O)C=C2C=C(C3CC3)OC=C2C1=O (stereo not given)
    -5	3.4	-8	-2	-4	-5	4	-8	-1	7	9
40	COC(=O)c1c(NC(=O)c2ccccc2)sc(Cc2ccccc2)c1C
    -4	0.7	-8	-11	-2	-5	-3	-19	1	20	1

Later entries:
Below each compound – PDI inh	iPSC survival up	Peg3 promoter	NR2E3 ag-1	TRPM1 prom inh	CaV13 ICDI inh	H9c2 protect	Shn3 inh set2	NR2E3 ag-2	HIF-2a block	HTR2A ag
41	CCN(CC)S(=O)(=O)c1ccc2c(c1)N(CC(=O)NCCN1CCOCC1)C(=O)CO2
    -3	-0.4	-10	1	2	-3	0	-3	3	6	4
42	Cc1c(C(=O)NNC(=O)Nc2ccc([N+](=O)[O-])cc2)oc2ccccc12
    -15	1.0	16	-2	5	-6	7	9	-1	8	-2
43	COc1ccc(N(CC(=O)Nc2ccc(C)c(C)c2)C2=NC3CS(=O)(=O)CC3S2)cc1 (stereo not given)
    nt	0.5	7	-52	-3	-3	5	-40	1	17	-3
44	O=C(Nc1ccc2c(c1)OCCO2)c1cc(F)c(F)cc1Cl
    11	-0.6	-269	-116	-81	-5	-5	-59	1	-303	-3
45	O=C(N/N=C/c1cccc(OCc2ccccc2)c1)c1cccs1
    -10	0.6	-157	-39	-44	-5	-10	22	-4	-299	-3
46	CC1(C)Cc2nc3sc4c(SCC(=O)O)ncnc4c3cc2CO1
    -6	-0.7	30	-91	15	-5	-24	10	4	16	3

Of the compounds above, five contain fluorine:
Below each compound – PDI inh	iPSC survival up	Peg3 promoter	NR2E3 ag-1	TRPM1 prom inh	CaV13 ICDI inh	H9c2 protect	Shn3 inh set2	NR2E3 ag-2	HIF-2a block	HTR2A ag
5	C[C@@H]1[C@H]2CCCC[C@H]2CN(C(=O)OC(C)(C)C)[C@@H]1c1cn(Cc2ccccc2)c2ccc(F)cc12
    -5	-1.7	6	-1	-3	-8	-14	12	nt	-10	0
7	CN1C(=O)[C@@H]2[C@H](C1=O)[C@@H]1C(=O)Nc3ccccc3C(=O)N1[C@@H]2c1ccc(F)cc1
    1	-2.3	12	-8	2	-11	9	-39	-4	6	11
29	CC(=O)C1C(c2ccc(O)cc2)NC(=O)NC1(O)C(F)(F)F (stereo not given)
    5	-0.6	7	-55	10	-8	-2	-4	3	12	5
30	O=C(C[C@H]1C/C=C\C[C@H](Cc2ccc(F)cc2)C(=O)O[C@@H](c2ccccc2)CNC1=O)NCCO
    -3	0.3	-47	-2	-2	-11	5	9	nt	2	1
44	O=C(Nc1ccc2c(c1)OCCO2)c1cc(F)c(F)cc1Cl
    11	-0.6	-269	-116	-81	-5	-5	-59	1	-303	-3
